High-throughput results from PubChem BioAssay.
GLA spleen mod: alpha-galactosidase A (human) modulation | human spleen homogenate, 4MU-alpha-Gal fluorescence, 40 min | Potency, µM (doses to about 80 µM), for inactives: at the highest dose activity change, negative = inhibition, hits mostly inhibitors | actives 0.008% (n = 240,000);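 further: 0% = enzyme with vehicle and -100% = no enzyme basal signal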
Target sequence (P06280 32-429 limits assumed): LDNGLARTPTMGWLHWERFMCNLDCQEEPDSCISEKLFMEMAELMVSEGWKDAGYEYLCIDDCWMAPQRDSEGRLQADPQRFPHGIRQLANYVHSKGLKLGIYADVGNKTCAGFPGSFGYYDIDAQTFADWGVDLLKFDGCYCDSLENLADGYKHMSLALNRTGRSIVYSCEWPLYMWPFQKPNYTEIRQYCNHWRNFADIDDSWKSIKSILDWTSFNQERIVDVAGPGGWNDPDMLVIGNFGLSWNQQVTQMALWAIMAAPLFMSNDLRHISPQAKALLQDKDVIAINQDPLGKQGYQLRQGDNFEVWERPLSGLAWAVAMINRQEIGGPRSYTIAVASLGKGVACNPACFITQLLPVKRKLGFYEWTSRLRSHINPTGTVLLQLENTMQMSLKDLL
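qHTS titration in buffer at pH 5.0. Alpha-galactosidase activity in spleen homogenate was measured via 4-methylumbelliferone release from 1 mM fluorogenic substrate after 40 min at 37C and a pH 10 stop. AC50 came from Hill fits of control-normalized data.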
GAA glycogen mod: alters human alpha-glucosidase cleavage of glycogen. recombinant GAA, glycogen substrate, Amplex Red glucose oxidase fluorescence. P10253. Potency, µM (top dose mostly 76.4 µM), inactives show top-dose activity change, negative = inhibition, actives largely listed as inhibitors. AID 2100. actives 0.38% (n = 300,000);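 further: 0% = full enzyme reaction and -100% = no-enzyme basal signal; the screen sought inhibitors and activators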
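Recombinant human alpha-glucosidase (4 nM final) hydrolysed bovine liver glycogen (30 ug) for 40 min at 37 C in pH 5.0 citrate/phosphate with 0.01% Tween-20. Released glucose detected by glucose oxidase/Amplex Red, Ex 573/Em 610 nm. Compounds up to 77 uM; AC50 from Hill fits.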
HTT ATP protect: cytoprotection in Huntington HTT-Q103 PC12 cell model; actives 0.14% (n = 230,000); Potency, µM (titrated, usually from 56.4 µM), inactives show cytoprotection (ATP increase), most hits filed as activators; AID 1471; PC12 HTT-Q103 induced, cytoprotection, ATP luminescence, 40 h;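 further: % of control where 0% means no effect; nearly all actives have a fitted effect of over 45% in size; toxic huntingtin expression switched on by the ecdysone agonist tebufenozide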
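Stable PC12 Q103-GFP cells in serum-supplemented, phenol red-free DMEM; induction by tebufenozide at 100 nM final; compound dose series; cell viability quantified luminescently from ATP.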
Tau fluor counter: counter-screen for tau fibril formation inhibitors | tau K18 P301L Alexa594 fluorescence, heparin fibrillization | Potency, µM (top dose mostly 57.7 µM), without a hit: at the highest dose activity change, negative = decrease | actives 0.93% (n = 280,000); further: on the % scale 0 is the no-effect control and ±100 the full control effect; nearly all actives have a fitted effect of over 55% in size
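Human K18 P301L tau (15 uM unlabeled plus 0.24 uM Alexa 594-labeled, final) in 100 mM sodium acetate pH 7 was mixed with compound and 20 uM heparin and incubated 6 hr at 37 C.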
GAA inhib: inhibitors of human lysosomal alpha-glucosidase | actives 0.005% (n = 200,000) | AID 1466 | Potency, µM (titrated, usually from 76.9 µM), for the others: at the top dose activity change, negative = inhibition, most hits filed as inhibitors | P10253 | purified human GAA, 4-MU-alpha-glucoside fluorescence;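 further: plate controls were uninhibited enzyme wells for no effect and no-enzyme background for full effect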
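Fluorogenic assay: 4 nM human alpha-glucosidase with 400 uM 4-methylumbelliferyl-alpha-D-pyranoside in 50 mM citrate/phosphate, 0.005% Tween-20, pH 5.0, 20 min at room temperature. Compounds tested up to 77 uM; AC50 from Hill fits.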
GAA spleen mod: inhibitors or activators of human alpha-glucosidase in spleen homogenate. P10253. human spleen homogenate, 4-MU-alpha-glucoside fluorescence. Potency, µM (series often up to 79.9 µM), for the others: top-dose activity change, negative = inhibition, actives largely listed as inhibitors. actives 0.006% (n = 240,000);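 further: 0% = enzyme with vehicle and -100% = no enzyme basal signal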
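AC50 values come from Hill-equation fits of concentration-response data, normalized to no-enzyme and full-activity controls. Enzyme source: 1 ug human spleen homogenate; 1 mM fluorogenic 4-MU glucoside, pH 5.0 citrate buffer, 37 C, 40 min.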
Tau FP inhib: inhibitors of human tau fibril formation; Potency, µM (doses to about 57.7 µM), for the others: at the top dose activity, negative = inhibition, hits mostly inhibitors; K18 P301L tau heparin fibrillization, Alexa594 FP, 6 h; actives 0.39% (n = 280,000); further: on the % scale 0 is the no-effect control and ±100 the full control effect; nearly all actives have a fitted effect of over 55% in size
Target sequence (P10636 561-689 P618L limits assumed): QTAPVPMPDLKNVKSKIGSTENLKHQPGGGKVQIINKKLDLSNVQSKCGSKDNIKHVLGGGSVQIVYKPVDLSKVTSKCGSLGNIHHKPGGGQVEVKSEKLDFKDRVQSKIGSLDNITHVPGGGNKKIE
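Heparin (20 uM) drove fibril formation of recombinant tau K18 P301L, 15 uM unlabeled with 0.24 uM Alexa 594 label, for 6 hr at 37 C in 100 mM sodium acetate pH 7. Fluorescence polarization (555/632 nm) read 1 hr after 30 uM ThT.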
Tau fibril ThT: blocks human tau fibril formation measured by thioflavin T; actives 2.1% (n = 270,000); AID 1460; recombinant tau K18 P301L (four-repeat tau fragment), heparin-induced fibrillization, ThT fluorescence; Potency, µM (titrated, usually from 57.4 µM), for the others: at the top dose activity, negative = inhibition, usual class: inhibitors; P10636; further: on the % scale 0 is the no-effect control and ±100 the full control effect; nearly all actives have a fitted effect of over 55% in size
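In this qHTS, human K18 P301L tau is incubated with compound and heparin for 6 hr at 37 C, and Thioflavin T fluorescence then reports fibril load.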
* = called active by the depositor; ? = inconclusive; / = not tested or not shown; & = joins results of further samples; [ ] = dose if it differs, or a comment. The call rests on the fitted dose curve; in most records, active means well fitted curve in the direction sought with a large enough effect; inconclusive means small, poorly fitted or top-dose-only effect, or another doubt; inactive means no such curve, though single readings can be large; an effect the other way counts as inactive or inconclusive. Potency means the concentration at half of the fitted maximal effect.

SMILES	GLA spleen mod	GAA glycogen mod	HTT ATP protect	Tau fluor counter	GAA inhib	GAA spleen mod	Tau FP inhib	Tau fibril ThT
CCCCC(=O)Nc1ccc(N2CCN(C(=O)CC)CC2)cc1	-4.1%	-12.3%	-5.0%	4.1%	-2.6%	4.1%	10.6%	-16.0%
O=Cc1ccc(Oc2cc(-c3ccccc3)nc(-c3ccccc3)n2)cc1	0.2%	3.9%	16.3%[1.9 µM]	-5.0%	-3.8%	6.4%	1.3%	?
Cc1ccc(C2C3CN(C(C)C)CC=C3C(C#N)=C(N)C2(C#N)C#N)cc1 (stereo unspecified)	19.1%	12.0%	-8.8%	-26.4%	?	-4.1%	?	?
CCCCN1C(=O)N(C)C2NC(=S)NC21 (stereo unspecified)	-2.8%	-1.4%	-19.3%[10 µM]	1.0%	/	6.1%	8.2%	-1.9%
CC(C)Cc1cc(C(=O)NCc2cccnc2)no1	-20.7%	-0.2%	-49.8%[inhibitor]	-13.8%	2.0%	0.4%	-2.4%	-2.6%
COc1ccc(CNC(=O)c2cc(-c3cc(C)cc(C)c3O)n[nH]2)cc1	-3.3%	?	-6.8%[10 µM]	?	/	-10.9%	?	-8.7%
Cc1ccccc1-c1nnc(NC(=O)c2ccc(N3C(=O)CCC3=O)cc2)s1	4.0%	-3.9%	/	-21.5%	4.2%	3.2%	-11.5%	-9.5%
CCC(C)(C)NC(=O)CN(C(=O)c1snc(C(N)=O)c1N)c1ccc(OC)c(OC)c1	1.8%	7.5%	-2.2%	-3.8%	-13.7%	-16.2%	-4.5%	-1.6%
Cc1ccc(S(=O)(=O)n2ccc(-c3ccc(OCc4c(F)cccc4Cl)cc3)n2)cc1	8.8%	0.2%	-4.2%[10 µM]	-6.1%	5.1%	5.4%	?	6.9%
Cn1cc(CNC(=O)c2sc3cccc(Cl)c3c2Cl)cn1	2.0%	6.4%	15.4%[10 µM]	-4.0%	8.1%	5.0%	-2.7%	-3.2%
Cc1c(NC(=O)c2coc(=O)c(Br)c2)c(=O)n(-c2ccccc2)n1C	-5.7%	?	-80.6%[inhibitor]	-1.0%	3.3%	-8.5%	-11.2%	-14.5%
Cc1nc(N2C(=O)C(=O)/C(=C(/O)c3ccccc3)C2c2ccco2)sc1C (stereo unspecified)	-6.4%	-1.0%	12.1%[0.074 µM]	-5.5%	1.6%	-10.7%	-1.6%	-8.6%
Cc1ccccc1C(=O)N1CCC(c2nc(-c3ccc(S(=O)(=O)N4CCCC4)cc3)no2)CC1	/	-3.7%[76.3 µM]	/	-4.6%	/	/	-3.3%	-1.0%
O=C(CN1C(=O)c2cccc3cccc1c23)NCc1ccncc1	-12.4%	2.5%	-23.2%	0.0%	-0.6%	-19.2%	4.5%	-3.1%
CC(=O)c1ccc(NC(=O)CSc2nc3nc(C)cc(C)n3n2)cc1	7.1%	-2.9%	8.5%[10 µM]	-2.2%	-3.4%	2.3%	4.3%	?
CCC(C)OC(=O)C1=C(C)NC(=O)CC1c1ccccc1OC (stereo unspecified)	16.2%	-5.9%	-44.6%[inhibitor]	0.5%	-0.3%	4.3%	1.6%	-0.9%
CC(C)(C)n1nnnc1CN1CCN2CCCC2C1 (stereo unspecified)	-8.8%	9.0%	13.3%[10 µM]	-3.8%	-3.5%	-16.9%	-7.2%	2.2%
O=C(c1cccc2ccccc12)N1CCC(N2CCN(c3ccccc3)CC2)CC1	9.3%	3.9%	-8.8%	-7.7%	-2.4%	4.4%	0.7%	-10.4%
O=C(NCc1cc(C(F)(F)F)cc(C(F)(F)F)c1)C1CC(c2c(Cl)cccc2Cl)=NO1 (stereo unspecified)	11.2%	-15.4%	-9.1%	-10.5%	?	6.5%	-4.6%	-17.3%
Cc1ccc(-c2nc3ncccc3o2)cc1NC(=O)c1ccc(-c2ccc(Cl)cc2)o1	/	-7.6%[76.3 µM]	/	-8.2%	/	/	2.8%	-10.2%
CC(C)=NNc1nc(-c2ccc(N3C(=O)CCC3=O)cc2)cs1	-7.9%	?	-3.0%[10 µM]	?	-28.4%	8.8%	?	17.8µM*
Cc1ccc(C(=O)N2CC(=O)Nc3ccc(Br)cc3C2c2ccc(F)cc2)cc1C (stereo unspecified)	/	7.3%[76.3 µM]	/	-14.0%	/	/	-0.7%	-14.4%
Cc1nc2nc(N)nn2c(C)c1C/C=C/c1ccccc1	1.6%	/	-3.3%[10 µM]	-0.7%	4.4%	-0.1%	7.1%	-12.7%
Cc1nc2ccccc2n(CC(=O)Nc2cc(Cl)cc(Cl)c2)c1=O	4.3%	2.5%	-165.3%[inhibitor]	-17.3%	0.6%	6.7%	-11.2%	-1.2%
COc1ccc(OC)c(NC(=O)CCNS(=O)(=O)c2ccc3c(c2)oc(=O)n3C)c1	-4.3%	5.6%[76.3 µM]	/	-7.8%&11.6%	-6.5%	-7.2%	-2.2%&11.4%	-1.7%&3.6%
CCC(/C=N/NC(=O)C1COc2ccccc2O1)CC (stereo unspecified)	4.2%	17.9%	13.4%[10 µM]	-2.9%	?	-13.1%	-6.6%	-1.4%
CCNc1nc(Oc2ccc(=O)[nH]n2)nc(SC)n1	6.4%	-6.8%	-11.0%	4.1%	-1.7%	2.1%	1.9%	-0.9%
Oc1ccccc1/C=N/Nc1nc2ccccc2o1	5.4%	-9.3%	-75.2%[inhibitor][10 µM]	?	/	7.4%	13.5%	?
O=C1CCCN1CCCNC(=S)Nc1ccc(F)cc1	-3.9%	12.3%	-41.7%	-2.0%	11.4%	4.1%	-8.8%	0.0%
COc1ccc(CC2(C)OC(c3ccc(C)c([N+](=O)[O-])c3)=NN2C(C)=O)cc1 (stereo unspecified)	-3.2%	-2.2%	12.9%[10 µM]	-12.3%	2.0%[15.4 µM]	-25.6%	10.7%	-16.0%

Printed as active in Tau fibril ThT, among the entries above:
compound | GAA glycogen mod | GAA inhib | Tau FP inhib | Tau fibril ThT
CC(C)=NNc1nc(-c2ccc(N3C(=O)CCC3=O)cc2)cs1 | ? | -28.4% | ? | 17.8µM*

As entered above.
Cc1nc2nc(N)nn2c(C)c1C/C=C/c1ccccc1 – GAA inhib = 4.4%
Cn1cc(CNC(=O)c2sc3cccc(Cl)c3c2Cl)cn1 – HTT ATP protect = 15.4%[10 µM]

Sorted by the number under GAA glycogen mod (lowest first): three of the compounds above
molecule,GAA glycogen mod,GAA inhib,Tau FP inhib,Tau fibril ThT
O=C(c1cccc2ccccc12)N1CCC(N2CCN(c3ccccc3)CC2)CC1,3.9%,-2.4%,0.7%,-10.4%
O=C1CCCN1CCCNC(=S)Nc1ccc(F)cc1,12.3%,11.4%,-8.8%,0.0%
CCC(/C=N/NC(=O)C1COc2ccccc2O1)CC (stereo unspecified),17.9%,?,-6.6%,-1.4%

Other entries follow:
SMILES	GLA spleen mod	GAA glycogen mod	HTT ATP protect	Tau fluor counter	GAA inhib	GAA spleen mod	Tau FP inhib	Tau fibril ThT
CC(=O)C(C)Oc1ccc(Cc2ncc(C(F)(F)F)cc2Cl)cc1 (stereo unspecified)	4.5%	1.9%	-45.4%[inhibitor]	-16.4%	-2.5%	2.5%	-1.7%	-4.9%
O=C(/C=C/Nc1ccc(F)cc1Br)c1ccccc1	-7.9%	13.9%	-71.3%[inhibitor][10 µM]	1.7%	-5.2%	0.3%	1.0%	?
CCOC(=O)C1=C(C)NC(=O)NC1c1cc2c(cc1Br)OCO2 (stereo unspecified)	4.4%	-4.0%	-27.8%[10 µM]	7.8%	-0.1%	3.7%	-5.8%	13.9%
Cc1ccc(-c2nnc(SCc3ccccc3F)o2)cc1	7.8%	-15.3%	-22.3%	-11.1%	-1.1%	2.3%	2.2%	-16.2%
CC(=O)NC12CC3CC(C1)CC(C(=O)OCC(=O)NC(=O)c1cccn1C)(C3)C2	-5.0%	-0.5%	-3.3%	4.4%	8.7%	-2.4%	5.8%	1.7%
CCSc1ncc(Cl)c(C(=O)N(Cc2ccccc2)Cc2ccco2)n1	/	-12.8%[76.3 µM]	/	-18.9%	/	/	-15.3%	?
CC(=C\C(=O)O)/C(=C\c1cccc2ccccc12)C(=O)O	0.4%	-7.8%	15.8%[10 µM]	-5.6%	/	-1.2%	-7.4%	-5.4%
COc1cccc(-c2nc(N)nc(SC)c2C#N)c1	-11.9%	4.8%	-0.1%[10 µM]	-4.8%	/	1.4%	?	1.1%
COc1ccc(CCN2C(=O)c3cccc4cccc(c34)C2=O)cc1OC	-7.5%	1.1%	-2.9%	-5.1%	-11.0%	-4.3%	0.6%	-4.7%
Cc1ccccc1NC(=O)c1ccc(CN2CCC(Cc3ccccc3)CC2)cc1	0.9%	3.7%	-40.8%[inhibitor]	-3.6%	-19.8%	-1.5%	7.2%	5.4%
Cc1ccccc1CSc1nnc(Cn2c(=O)sc3ccccc32)n1C	-15.6%	3.1%	2.3%[10 µM]	5.7%	-0.6%	-23.1%	1.6%	0.3%
COc1ccc(C)cc1NC(=O)c1ccc(NS(=O)(=O)c2c(C)noc2C)cc1	/	10.9%&-4.8%[76.3 µM]	/	?	/	/	-7.0%	-9.3%
CCOC(=O)c1sc(NC(=O)c2cc(S(=O)(=O)N3CCOCC3)ccc2C)nc1C	-21.6%	-9.7%	-13.4%	-12.3%	-13.5%	-7.6%	3.7%	-2.5%
CCOc1ccc(NC(=O)C2CC=CCC2C(=O)O)cc1 (stereo unspecified)	1.5%	0.6%	-4.9%[0.074 µM]	2.7%	-10.0%	6.5%	-15.2%	-2.1%
CCSc1ccccc1C(=O)Nc1ccc2c(c1)OCO2	-3.4%	20.4%	/	-4.3%	?	-0.1%	6.5%	-13.2%
CCn1c(=S)sc2c(=O)n(-c3ccccc3)c(=S)[nH]c21	-1.0%	-11.4%	-31.3%[inhibitor]	-18.3%	-7.0%	-3.0%	?	?
O=C(c1ccccc1)c1cccn1CC(=O)N1CCc2ccccc2C1	-4.0%	?	-10.1%	-16.1%	-9.8%	-9.3%	-3.0%	-16.7%
O=C(c1ccc(Cl)cc1)[C@@H]1[C@@H]2C(=O)N(c3cccc4ccccc34)C(=O)[C@@H]2C2c3ccccc3C=NN21 (stereo partly specified)	2.9%	1.4%	6.5%[10 µM]	-26.5%	-0.5%	-3.7%	-10.1%	?
